Bioassay records from PubChem.
p53null 39C kill – selectivity test: cytotoxicity in p53 null cells, nonpermissive temperature | hit rate 0.97% among 55,000 | Potency, µM (highest dose often 46.1 µM), inactives show at the highest dose activity, negative = cell killing, most hits filed as cytotoxic | AID 904 | H1299 p53-null (neo) cells, 39C, ATPlite viability, 24 h;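 further: potency means the concentration at half of the fitted maximal effect; 0% = DMSO only and -100% = full killing by 100 µM tamoxifen; nearly all actives have a fitted effect of over 50% in size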
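ATP-luminescence viability readout (ATPlite, 20 min RT) after 24 hr compound treatment at 39C of H1299-neo or H1299-p53A138V cells; titration up to 46 uM; normalized to DMSO and 100 uM tamoxifen; Hill-fit AC50.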
GALK inhibitor – inhibits human galactokinase | AID 1347072 | Potency, µM (top dose mostly 57.5 µM), without a hit: top-dose activity, negative = inhibition, hits mostly inhibitors | 44,000 tested, under 10 active | recombinant GALK, Kinase-Glo ATP luminescence, 1 h;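 further: plate controls were full GALK reaction for no effect and reaction lacking GALK for full effect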
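Human GALK (5 nM) was incubated with 35 uM ATP and 100 uM galactose in 20 mM HEPES pH 8.0 with MgCl2, NaCl, DTT and BSA for 1 h at room temperature. Remaining ATP was measured by Kinase-Glo Plus luminescence.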
p53null 32C kill – selectivity test: cytotoxicity in p53 null cells, permissive temperature | H1299-neo p53 null cells, ATP luminescence, 24 h, 32C | Potency, µM (series often up to 46.1 µM), for the others: at the top dose activity change, negative = cytotoxicity, most hits filed as cytotoxic | hit rate 0.62% among 55,000;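 further: potency means the concentration at half of the fitted maximal effect; 0% = DMSO only and -100% = full killing by 100 µM tamoxifen; nearly all actives have a fitted effect of over 55% in size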
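We seeded p53-null H1299-neo cells, incubated them overnight at 37C, and added compounds across a range up to 46 uM. After 24 hours at 32C, ATP reagent was applied for 20 min at room temperature and luminescence recorded.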
PTAP-TSG101 blk – inhibitors of HIV-1 PTAP binding to human TSG101, validation. AID 1347069. 44,000 tested, under 10 active. Q99816. Potency, µM (highest dose often 115 µM), inactives show top-dose activity change, negative = inhibition, hits mostly inhibitors. Fluorescence polarization, FITC-PTAP peptide/Tsg101, 20 min; further: potency means the concentration at half of the fitted maximal effect; 0% is about no effect
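Fluorescence polarization: Tsg101 binding domain (10 uM final) in 10 mM HEPES pH 7.5, 0.15 M NaCl, 0.01% Tween 20, 3 mM EDTA, 0.1 mM TCEP; compounds pinned; FITC-PTAP peptide 50 nM final; 20 min, r.t.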
FH mod – Identification of activators of human fumarate hydratase by quantitative high-throughput screening; hit rate 0.22% among 54,000; FH coupled MDH/diaphorase resazurin fluorescence, 15 min; Potency, µM (highest dose often 79.9 µM), for the others: at the highest dose activity change, negative = inhibition, actives largely listed as inhibitors; Fumarate hydratase, mitochondrial (Homo sapiens), P07954; further: potency means the concentration at half of the fitted maximal effect; on the % scale 0 is the no-effect control and ±100 the full control effect; the screen sought activators but most active calls are inhibition curves; nearly all actives have a fitted effect of over 45% in size
Target sequence (P07954 whole entry, looked up): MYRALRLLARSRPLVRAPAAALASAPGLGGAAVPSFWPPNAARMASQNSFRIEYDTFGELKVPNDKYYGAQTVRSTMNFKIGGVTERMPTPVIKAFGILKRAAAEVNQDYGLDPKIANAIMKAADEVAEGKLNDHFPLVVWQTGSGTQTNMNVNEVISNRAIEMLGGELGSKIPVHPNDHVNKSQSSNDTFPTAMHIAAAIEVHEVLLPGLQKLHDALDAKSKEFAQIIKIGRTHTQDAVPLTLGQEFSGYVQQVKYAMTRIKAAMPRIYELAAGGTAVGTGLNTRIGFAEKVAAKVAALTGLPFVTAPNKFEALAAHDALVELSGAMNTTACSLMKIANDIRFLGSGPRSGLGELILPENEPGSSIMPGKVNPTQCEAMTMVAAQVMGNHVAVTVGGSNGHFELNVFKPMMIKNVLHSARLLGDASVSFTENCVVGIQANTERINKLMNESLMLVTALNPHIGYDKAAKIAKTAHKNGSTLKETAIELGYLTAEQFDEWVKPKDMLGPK
NTMT1 inhibitor – inhibitors of human N-terminal methyltransferase NTMT1; NTMT1 MTase-Glo SAH luminescence, purified enzyme; Potency, µM (titrated, usually from 114 µM), for the others: at the top dose activity change, negative = inhibition, actives largely listed as inhibitors; hit rate 2.5% among 59,000; AID 1645870; Q9BV86;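 further: potency means the concentration at half of the fitted maximal effect; plate controls were DMSO vehicle for no effect and no enzyme for full effect; nearly all actives have a fitted effect of over 65% in size; many of its hits are not listed in these tables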
B2AR arrestin ag – agonists recruiting beta-arrestin to human beta2-adrenergic receptor; P07550; HTLA Tango cells, beta-arrestin recruitment, luciferase luminescence, 18 h; Potency, µM (top dose mostly 46.1 µM), for the others: at the highest dose activation, most hits filed as activators; 44,000 tested, under 10 active; AID 1347077;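 further: potency means the concentration at half of the fitted maximal effect; 0% = DMSO and full agonism = EC100 isoproterenol or metaproterenol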
Target sequence (P07550 whole entry, looked up): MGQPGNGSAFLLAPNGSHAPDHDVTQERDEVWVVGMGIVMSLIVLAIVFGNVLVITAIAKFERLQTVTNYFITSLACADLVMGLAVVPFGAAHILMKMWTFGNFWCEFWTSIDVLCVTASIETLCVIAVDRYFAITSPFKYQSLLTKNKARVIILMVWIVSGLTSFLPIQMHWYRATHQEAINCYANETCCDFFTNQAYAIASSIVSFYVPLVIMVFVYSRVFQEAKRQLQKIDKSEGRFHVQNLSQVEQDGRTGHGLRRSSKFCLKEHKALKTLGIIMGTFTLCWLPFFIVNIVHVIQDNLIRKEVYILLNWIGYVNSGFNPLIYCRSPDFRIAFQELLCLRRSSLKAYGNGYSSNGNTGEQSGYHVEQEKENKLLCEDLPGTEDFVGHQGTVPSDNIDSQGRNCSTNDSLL
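Luminescence read-out: arrestin recruitment to recombinant beta2-AR releases tTA, inducing luciferase. Cells exposed 18 hr at 37 degrees C to up to 46 microM compound; %Activity from corrected signal, concentration-response curves classified by r2, magnitude and efficacy.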
Active calls of the source: *; ? = inconclusive; . = no result given; [ ] = another dose, or the depositor's remark. The call rests on the fitted dose curve; in most records, active means well fitted curve in the direction sought with a large enough effect; inconclusive means small, poorly fitted or top-dose-only effect, or another doubt; inactive means no such curve, though single readings can be large; an effect the other way counts as inactive or inconclusive. A portion of the library; count on the stated rates, not on these rows.

SMILES	p53null 39C kill	GALK inhibitor	p53null 32C kill	PTAP-TSG101 blk	FH mod	NTMT1 inhibitor	B2AR arrestin ag
Cc1cc(F)ccc1NC(=O)c1ccc2nc(Cc3ccccc3)oc2c1	-7%	0%	2%	0%	?	0%	3%
COc1cccc(-n2c(SCC(=O)Nc3cc(C)ccc3C)nc3c(oc4ccccc43)c2=O)c1	10%	-5%	0%	-7%	-7%	8%	0%
CCCOc1ccc(C2C(=O)N(C3CCCCCC3)CC(=O)N2CCC)cc1OC (configuration not stated)	20%	2%	-12%	0%	.	.	1%
CC(CNC(=O)c1sc2ncccc2c1-n1cccc1)c1ccccc1 (configuration not stated)	12%	?	3%	1%	-35%	11%	0%
O=[N+]([O-])c1cc(-c2nc(-c3ccccc3)no2)ccc1N1CCOCC1	-17%	-11%	0%	1%	-18%	-15%	-3%
COc1ccc2c(c1)c1c(c(=O)n(CCc3ccccc3)c(=O)n1Cc1ccc(F)cc1)n2C	16%	1%	4%	-10%	8%	-1%	1%
O=C(NCc1ccc(F)cc1)c1ccc2c(c1)N(Cc1ccc(F)cc1Cl)C(=O)CS2	-9%	7%	-3%	-1%	-2%	1%	0%
CSc1ccc(CNC(=O)C2CCCN(S(=O)(=O)N(C)c3ccc(F)cc3)C2)cc1 (configuration not stated)	-8%	-1%	-1%	-3%	-25%	2%	0%
CCOC(=O)C1=C(CN2CCN(C)CC2)NC(=O)NC1c1ccc(F)cc1 (configuration not stated)	-9%	-3%	-3%	-1%	-21%	?	0%
Cn1cc(C(=O)NCc2ccccc2)c(=O)c2cc(S(=O)(=O)N3CCCCCC3)ccc21	34%[activator]	3%	-10%	-1%	?	13%	0%
Cc1nn(CCC(=O)Nc2cccc(C#N)c2)c(C)c1S(=O)(=O)N1CCC(C)CC1	?	-1%	9%	-3%	?	-3%	-1%
CC(=O)c1cc2c(cc1N/C(=N/S(=O)(=O)c1ccc(C)cc1)c1ccc(Cl)cc1)OCO2	22%	0%	-5%	1%	6%	10%	-1%

Reprinted from above (two entries):
SMILES	p53null 39C kill	GALK inhibitor	p53null 32C kill	PTAP-TSG101 blk	FH mod	NTMT1 inhibitor	B2AR arrestin ag
Cc1cc(F)ccc1NC(=O)c1ccc2nc(Cc3ccccc3)oc2c1	-7%	0%	2%	0%	?	0%	3%
COc1cccc(-n2c(SCC(=O)Nc3cc(C)ccc3C)nc3c(oc4ccccc43)c2=O)c1	10%	-5%	0%	-7%	-7%	8%	0%

As entered above:
Result of CCCOc1ccc(C2C(=O)N(C3CCCCCC3)CC(=O)N2CCC)cc1OC (configuration not stated) in p53null 32C kill: -12%
Result of CSc1ccc(CNC(=O)C2CCCN(S(=O)(=O)N(C)c3ccc(F)cc3)C2)cc1 (configuration not stated) in p53null 32C kill: -1%
Result of O=C(NCc1ccc(F)cc1)c1ccc2c(c1)N(Cc1ccc(F)cc1Cl)C(=O)CS2 in GALK inhibitor: 7%
Result of Cc1cc(F)ccc1NC(=O)c1ccc2nc(Cc3ccccc3)oc2c1 in B2AR arrestin ag: 3%

An excerpt from above, showing only NTMT1 inhibitor, GALK inhibitor and B2AR arrestin ag:
| structure | NTMT1 inhibitor | GALK inhibitor | B2AR arrestin ag |
| --- | --- | --- | --- |
| CSc1ccc(CNC(=O)C2CCCN(S(=O)(=O)N(C)c3ccc(F)cc3)C2)cc1 (configuration not stated) | 2% | -1% | 0% |
| CCOC(=O)C1=C(CN2CCN(C)CC2)NC(=O)NC1c1ccc(F)cc1 (configuration not stated) | ? | -3% | 0% |
| Cn1cc(C(=O)NCc2ccccc2)c(=O)c2cc(S(=O)(=O)N3CCCCCC3)ccc21 | 13% | 3% | 0% |

Next section.
SMILES	p53null 39C kill	GALK inhibitor	p53null 32C kill	PTAP-TSG101 blk	FH mod	NTMT1 inhibitor	B2AR arrestin ag
CN(C)c1ccc(NC(=O)Cn2c(SCc3ccccc3F)nc3cccnc32)cc1	-8%	2%	-12%	4%	-6%	-11%	2%
CCOC(=O)c1ccc(NC(=O)CCc2c(C)nc3cc(-c4ccc(OC)cc4OC)nn3c2C)cc1	-19%	-2%	-5%	-2%	-11%	7%	-1%
COc1ccc(C)cc1-n1c(-c2ccc(C)cc2)cc2c1CC(C)(C)CC2=O	15%	9%	-3%	1%	-17%	2%	0%
O=C(NC1CC(=O)N(c2ccc(F)cc2)C1)C1CCCCC1 (configuration not stated)	-11%	-2%	-6%	-2%	3%	-27%	-4%
COc1ccc(S(=O)(=O)Nc2ccc3oc4c(c3c2)CCCC4)cc1	22µM*	?	42%[activator]	-8%	?	4%	0%
COc1ccc(NC(=O)c2oc3c(c2C)-c2nn(Cc4ccccc4Cl)cc2CC3)cc1OC	0%	-9%	3%	2%	-21%	-12%	0%
O=C(CNS(=O)(=O)c1ccc(Br)s1)N1CCN(c2ccccc2F)CC1	4%	5%	11%	-4%	0%	7%	1%
COc1ccc(NC(=O)c2cc(C3CC3)nc3c2c(C)nn3-c2ccccc2)cc1	-24%	0%	5%	-7%	-7%	-9%	0%
Clc1ccc2nc(NCc3ccccc3)c3nncn3c2c1	-6%	7%	-1%	-2%	4%	4%	-3%
CCOc1ccc(CCNC(=O)c2ccc3c(c2)sc2nc(-c4ccc(F)cc4)cn23)cc1OCC	-14%	-4%	-9%	0%	-22%	8%	0%
CCc1nn2c(=O)c(S(=O)(=O)Nc3ccc(Cl)cc3)c(C)nc2s1	-15%	2%	1%	-2%	3%	30%[activator]	-2%
CCN(CC)CCCNC(=O)c1ccc2c(c1)NC(=O)C(CS(=O)(=O)Cc1cccc(Br)c1)N2 (configuration not stated)	42%[activator]	1%	-6%	0%	-13%	?	0%

Entries from the list above that have two or more sulfur atoms (three):
SMILES	p53null 39C kill	GALK inhibitor	p53null 32C kill	PTAP-TSG101 blk	FH mod	NTMT1 inhibitor	B2AR arrestin ag
CSc1ccc(CNC(=O)C2CCCN(S(=O)(=O)N(C)c3ccc(F)cc3)C2)cc1 (configuration not stated)	-8%	-1%	-1%	-3%	-25%	2%	0%
O=C(CNS(=O)(=O)c1ccc(Br)s1)N1CCN(c2ccccc2F)CC1	4%	5%	11%	-4%	0%	7%	1%
CCc1nn2c(=O)c(S(=O)(=O)Nc3ccc(Cl)cc3)c(C)nc2s1	-15%	2%	1%	-2%	3%	30%[activator]	-2%

Following part:
SMILES	p53null 39C kill	GALK inhibitor	p53null 32C kill	PTAP-TSG101 blk	FH mod	NTMT1 inhibitor	B2AR arrestin ag
CCOc1ccc(NC(=O)Cn2c(=O)n(CCC(=O)NCCc3ccccc3)c(=O)c3ccccc32)cc1	-20%	2%	-4%	-4%	1%	-3%	-1%
CC(C)CNC(=O)c1c(-c2ccccc2)c(-c2ccccc2)nn(C)c1=O	-16%	7%	-7%	-6%	6%	-1%	-1%
COc1ccccc1CNC(=O)CSc1ncc2c(n1)-c1ccc(Cl)cc1N(Cc1ccccc1)S2(=O)=O	-11%	1%	-8%	0%	-7%	2%	1%
CCOc1ccc(C2C(C(=O)Nc3ccccc3)=C(C)Nc3nc(SCc4cc(C)ccc4C)nn32)cc1 (configuration not stated)	18%	2%	-4%	-2%	-13%	-9%	-1%
Cc1ccc(Cl)cc1NC(=O)Cn1c(=O)c2ccccc2n2nncc12	-8%	5%	-5%	-3%	-5%	3%	-2%
CCOc1ccc(NC(=O)CSC2=Nc3ccccc3C3=NC(CC(=O)NCc4ccccc4OC)C(=O)N23)cc1 (configuration not stated)	12%	5%	1%	8%	-20%	25%	6%
CCSc1ncc(Cl)c(C(=O)N(Cc2ccccc2Cl)C2CCS(=O)(=O)C2)n1 (configuration not stated)	1%	0%	-11%	0%	-18%	1%	0%
O=C(NCc1ccc(F)cc1)c1cc2cccc3c2n1CCS3	25%	1%	42%[activator]	-3%	?	-17%	-2%
COc1cccc(CNC(=O)CSc2n[nH]c(-c3ccccc3Cl)n2)c1OC	20%	3%	2%	0%	?	2%	0%
Cc1ccc(-n2ncc3c(Nc4cccc(C(F)(F)F)c4)ncnc32)cc1C	2%	0%	-14%	-6%	-1%	11%	1%
O=C(Nc1cccc(Cl)c1)c1cc(-c2ccc3c(c2)OCCO3)on1	?	-1%	?	-3%	-5%	?	-4%
CCOC(=O)CSc1nc2cc(OC)c(OC)cc2c2nc(-c3ccccc3)nn12	4%	0%	-6%	0%	-1%	-2%	?
COc1cccc(CNC(=O)CC(c2ccc(F)cc2)N2Cc3ccccc3C2=O)c1 (configuration not stated)	-9%	5%	-1%	3%	.	.	-1%
Cc1cc(C)c(NC(=O)C(C)n2c(=O)c(C(F)(F)F)nc3ccccc32)c(C)c1 (configuration not stated)	5%	-1%	0%	-2%	6%	10%	-1%
CCCc1cnc2c(c1SCC(=O)Nc1ccc(C)c(Cl)c1)c(=O)n(C)c(=O)n2C	26%	2%	5%	-3%	-21%	-8%	-2%
O=C(CN1CCN(c2ccc(Cl)cc2)CC1)Nc1ccc(F)cc1F	-13%	5%	-9%	-7%	-22%	-4%	-1%
NC(=O)c1cc(S(=O)(=O)NCc2ccccc2)cs1	11%	-1%	-3%	-7%	-13%	5%	-1%
CCCCOc1ccc(C2c3c(-c4ccccc4O)n[nH]c3C(=O)N2Cc2ccncc2)cc1OC (configuration not stated)	14%	-13%	49%[activator]	-1%	?	6%	?
COc1ccc(-c2cn3c(n2)sc2cc(C(=O)NCCc4ccccc4)ccc23)cc1	21%	0%	15%	7%	-12%	0%	-1%
CCOC(=O)c1cnc2c(ccc3ccccc32)c1Nc1ccccc1OC	-17%	-20%	13%	1%	-18%	9%	0%
Clc1cccc(-n2ncc3c(NCCc4ccccc4)ncnc32)c1	13%	-6%	0%	0%	-22%	-1%	0%
CCCCn1c(=O)c2oc3ccccc3c2n(CC(=O)Nc2cccc(Cl)c2)c1=O	-6%	-1%	0%	0%	6%	5%	-1%
CCc1ccc(NC(=O)Cn2nnc(-c3ccccc3N)n2)cc1	-11%	4%	-14%	0%	13%	2%	-4%
Cc1cc2c(cc1S(=O)(=O)NCc1ccc(F)cc1)n(C)c(=O)c(=O)n2C	-3%	0%	0%	2%	1%	0%	0%
O=C1C(=O)N(C2CCNCC2)CCN1Cc1ccccc1	29%	-3%	-7%	-10%	4%	-1%	0%
